Source: PubChem BioAssay (several laboratories)
TDP2 inh – TDP2 (human) inhibition, absorbance primary screen; O95551; recombinant TDP2, T5PNP hydrolysis, p-nitrophenol absorbance 415 nm; inhibition, % at 12.8 µM; 370,000 tested, 0.34% active; AID 720702;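 active = inhibition above the mean of all tested compounds plus 3 SD, set per campaign, cut at about 25% in these data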;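 note: 0% = DMSO with enzyme and 100% = buffer with substrate but no TDP2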
Target sequence (O95551 whole entry, looked up): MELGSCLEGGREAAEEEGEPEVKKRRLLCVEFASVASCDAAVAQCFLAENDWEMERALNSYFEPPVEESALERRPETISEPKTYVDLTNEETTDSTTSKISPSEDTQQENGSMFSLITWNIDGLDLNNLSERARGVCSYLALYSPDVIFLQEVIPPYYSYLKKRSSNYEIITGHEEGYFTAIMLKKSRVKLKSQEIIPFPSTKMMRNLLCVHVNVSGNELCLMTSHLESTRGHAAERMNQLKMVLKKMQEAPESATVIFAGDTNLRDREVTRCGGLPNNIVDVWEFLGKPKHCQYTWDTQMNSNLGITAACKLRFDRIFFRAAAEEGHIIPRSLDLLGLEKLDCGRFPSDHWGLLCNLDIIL
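System: recombinant human TDP2 / Amount: 120 nM TDP2 per well / Also added: 5 mM T5PNP chromogenic substrate / Doses: 12.8 µM single point, 1% DMSO / Incubation: 2 h at 37 °C / Detection: p-Nitrophenol epi absorbance / Evaluation: % inhibition relative to enzyme-containing and enzyme-free wells / Repeats: singlicate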
PRMT1 inh – inhibitors of human PRMT1 | Q99873 | recombinant PRMT1, activity-based probe fluorescence polarization | inhibition, % at 2.79 µM | 370,000 tested, 1.3% active | AID 652257;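 active = inhibition above about 21% made by adding two undisclosed values, limit read from the data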
LEDGF integ inh – blocks HIV-1 LEDGF/p75-dependent DNA integration; AID 743269; TR-FRET IN-LEDGF/p75 DNA integration, Eu/Cy5; inhibition, % at 3.7 µM; 370,000 tested, 0.64% active;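 active = inhibition above the screen-wide mean plus 3 SD, cut at about 13% in these data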;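 note: signal is the Cy5 over europium emission ratio at 671 and 618 nm; 0% = plate median of compound wells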
SIAE primary – blocks human sialic acid acetylesterase | Q9HAT2 | SIAE FP-Rh probe binding, fluorescence polarization | inhibition, % at 9.66 µM | 370,000 tested, 0.69% active | AID 1053197;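 active = inhibition above a cutoff: mean of compounds within the control limits plus 3 SD of those, cut at about 17% in these data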;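 note: 0% = plate median of compound wells and 100% = probe without SIAE protein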
MBD2 DNA inh – MBD2-methylated oligo binding inhibition; 370,000 tested, 0.31% active; Q9UBB5; inhibition, % at 4.4 µM; TR-FRET, MBD2 binding to methylated oligonucleotide; in the data active = inhibition above about 13%
Target sequence (Q9UBB5 whole entry, looked up): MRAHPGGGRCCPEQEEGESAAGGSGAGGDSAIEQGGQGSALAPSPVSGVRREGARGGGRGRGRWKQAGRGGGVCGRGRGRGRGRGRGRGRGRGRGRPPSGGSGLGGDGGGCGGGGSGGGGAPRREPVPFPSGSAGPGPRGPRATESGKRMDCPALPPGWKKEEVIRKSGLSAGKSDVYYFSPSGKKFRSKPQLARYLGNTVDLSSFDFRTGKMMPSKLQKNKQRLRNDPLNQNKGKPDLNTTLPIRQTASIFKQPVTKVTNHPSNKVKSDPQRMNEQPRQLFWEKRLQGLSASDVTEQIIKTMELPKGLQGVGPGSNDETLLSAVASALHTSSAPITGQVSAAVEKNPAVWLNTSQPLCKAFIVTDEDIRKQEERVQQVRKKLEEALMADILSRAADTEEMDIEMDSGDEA
TCR-CD3 inh – human TCR-CD3 binding inhibition | TAMRA-labeled TCR probe fluorescence, biochemical | inhibition, % at 9.4 µM | 360,000 tested, 0.37% active; in the data active = inhibition above about 19%;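 note: recombinant mutant TCR 2C K166C tagged with TAMRA read by polarization; 0% = receptor in buffer alone and 100% = receptor with positive control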
rCAG RNA binder – molecules binding r(CAG) RNA repeats | AID 651821 | inhibition, % at 3 µM | r(CAG) RNA repeat, TO-PRO-1 dye displacement fluorescence | 370,000 tested, 1.3% active;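 active = inhibition above the plate cutoff, the mean of all test compounds on that plate plus 3 SD, cut at about 35% in these data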;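 note: 0% = DMSO alone and 100% = 100 µM mitoxantrone as full dye displacement; higher means more dye released from RNA so lower well fluorescence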
mABHD4 FP – inhibitors of mouse ABHD4. inhibition, % at 8.92 µM. Q8VD66. purified mABHD4, FP-Rh probe fluorescence polarization. AID 720543. 370,000 tested, 0.54% active;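 active = inhibition exceeding the mean over every tested compound plus 3 SD, cut at about 30% in these data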;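 note: 0% = plate median of compound wells and 100% = S159A mutant with DMSO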
Target sequence (Q8VD66 whole entry, looked up): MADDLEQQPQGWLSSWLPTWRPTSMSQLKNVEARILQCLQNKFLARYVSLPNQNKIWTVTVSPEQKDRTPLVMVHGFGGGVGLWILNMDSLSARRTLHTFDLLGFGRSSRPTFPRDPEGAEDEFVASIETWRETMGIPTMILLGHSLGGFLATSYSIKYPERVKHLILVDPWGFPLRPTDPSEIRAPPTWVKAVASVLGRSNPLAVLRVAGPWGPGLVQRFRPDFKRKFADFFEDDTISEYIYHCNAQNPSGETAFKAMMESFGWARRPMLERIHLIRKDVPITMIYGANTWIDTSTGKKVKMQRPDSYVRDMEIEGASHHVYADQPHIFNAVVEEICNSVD
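System: mouse ABHD4 enzyme, wild type / Medium: HEPES pH 7.0, NaCl, Pluronic buffer / Reagent: FP-Rh activity-based fluorescent probe / Control set: S159A mutant high control, sample median low control / Detection: fluorescence polarization with parallel and perpendicular emission, 525/598 nm / Schedule: 45 min + 60 min at 25 °C / Compound dosing: 8.92 µM, single dose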
HTRA1 inhibitor – blocks human HTRA1 serine peptidase | Q92743 | recombinant HTRA1, FP-rhodamine activity-based probe, fluorescence polarization | inhibition, % at 5.96 µM | 340,000 tested, 0.5% active; in the data active = inhibition above about 36%;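 note: 0% = enzyme with DMSO and 100% = wells lacking enzyme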
NPR2 activator – GC-B (human) receptor activation | P20594 | AID 1920062 | activation, % at 10 µM | HEK293-GC-B cells, CNP EC30, cGMP TR-FRET; 0% at EC30 CNP, 100% saturating CNP | 370,000 tested, 0.11% active;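 active = activation at 10 µM reaching about 35% in either raw or pattern-adjusted values, limit read from the data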
* marks the source's active call; other numbers are inactive results; · = no result given. An excerpt. The share of hits here may be higher or lower than overall.

SMILES	TDP2 inh	PRMT1 inh	LEDGF integ inh	SIAE primary	MBD2 DNA inh	TCR-CD3 inh	rCAG RNA binder	mABHD4 FP	HTRA1 inhibitor	NPR2 activator
CCOc1ccc(N2C(=O)c3ccc(C(=O)OCc4c(C)noc4C)cc3C2=O)cc1	8	-4	0	10	2	0	0	1	4	-4
COc1ccccc1C1CCN(Cc2ccccc2)CC1	-5	-1	4	-3	0	1	1	2	11	-1
COc1ccc2oc(C(=O)OCC(=O)NC(C)c3ccccc3)c(C)c2c1 (stereo not given)	-6	0	-3	-6	1	11	4	5	-5	-3
COc1cccc(C(=O)NCCS(=O)(=O)NCc2ccco2)c1	7	1	1	-1	0	2	3	3	-1	-2
COc1ccc(NC(C)=O)cc1NC(=O)CSc1nc2ncccc2[nH]1	2	-3	5	2	3	0	3	-1	2	-4
O=C(c1ccc(Cl)cc1)c1cc(-c2ccccn2)c(N2CCOCC2)s1	2	-2	3	13	-1	-8	-3	1	-9	-9
Cc1cccnc1NCc1ccc(O)c2ncccc12	-7	7	-7	-2	-5	-5	3	2	32	·
O=C(CSc1ccccc1F)NCC(c1cccs1)N1CCOCC1 (stereo not given)	-8	-1	0	1	-4	2	6	7	5	0
Cc1cc(C)c(S(=O)(=O)N2CCCC(C(=O)NC3CC3)C2)c(C)c1 (stereo not given)	-2	2	4	-4	-1	4	-6	8	-2	3
CCOC(=O)c1cc2sc(C)cc2n1CCCN1C(=O)c2ccccc2C1=O	-1	-2	-1	0	1	-2	1	13	-6	-6
CC(=O)Nc1ccc(N2C(=O)CC(Sc3nc(C)cc(C)n3)C2=O)cc1 (stereo not given)	-8	5	0	-6	-4	-1	-1	-1	2	2
CNc1cc(-c2ccc(CC#N)cc2)ncn1	-3	-6	-1	0	-1	1	0	5	·	-2
CSCCC(NC(=O)c1cccc(S(=O)(=O)N2CCOCC2)c1)C(=O)Nc1ccc(F)cc1 (stereo not given)	0	3	2	-6	7	-6	6	-4	4	0
CC[C@H]1CCCCc2ccccc2[C@@H](C(=O)C[C@@H](O)CC(C)=O)OC1=O	2	-5	0	-2	-3	3	-1	-2	4	1
O=C(COC(=O)/C=C/c1ccc(C(F)(F)F)cc1)NCCC1=CCCCC1	-14	-2	1	-3	2	7	0	-4	-5	-3
CN(C)Cc1c(-c2ccc(Cl)cc2)nc2ccc(Cl)cn12	-3	3	-3	-3	-3	-2	-3	0	-15	9
CC(=O)c1cccc(NS(=O)(=O)N(C)C)c1	-8	-1	0	3	-3	5	3	3	0	3
CC1Cc2cc(S(=O)(=O)CCC(=O)NCc3ccco3)ccc2N1C(=O)C1CC1 (stereo not given)	20	4	2	11	-2	-1	3	2	2	0
Cc1cccc(NC(=O)COC(=O)c2ccc(S(=O)(=O)N3CCCC3)cc2)c1	-6	7	-2	-5	-1	3	5	-7	-7	7
CC(C)c1ccc(OCC(=O)NN2C(=O)c3ccccc3C2=O)c(Br)c1	-7	0	-3	0	0	-5	6	1	-9	5
COc1cc2[nH]c(=S)n(Cc3ccccc3)c(=O)c2cc1OC	-15	4	-3	0	0	-6	1	-5	-2	-2
O=c1[nH]c(=S)[nH]c2sc3c(c12)CCCCCC3	-2	6	-1	1	2	-1	12	13	-11	4
CC1=NNC(=O)C1CCC(=O)N/N=C/c1ccc(C)cc1 (stereo not given)	-20	-1	4	2	-6	1	-2	-6	·	5
CCCNC(=O)CN1CCN(S(=O)(=O)c2ccc(Br)s2)CC1	2	0	3	-2	-6	7	-1	3	-10	2
CC(=O)c1cccc(S(=O)(=O)NCCCN2CCOCC2)c1	-1	-2	5	-7	-6	5	6	5	12	-1
CCOc1cc(/C=N/Nc2nnc(C)n2N)ccc1OC(C)=O	43*	5	30*	7	1	0	-3	10	-1	-1
COC(=O)c1ccc(CN2CCc3ccc(NC(=O)c4ccncc4)cc3C2)cc1	-13	-1	-2	-4	5	9	-6	5	-6	-4
Fc1ccc2nc(C3CCCCN3Cc3nc(CC4CC4)no3)[nH]c2c1 (stereo not given)	-5	-2	-1	-3	1	-3	0	-3	-3	-4
CCn1cc(Cl)c(C(=O)N2N=C(c3ccc4ccccc4c3)CC2c2ccccc2O)n1 (stereo not given)	-3	3	-2	-55	1	-3	10	-21	-102	3
CCN(C(=O)COC(=O)C1CCN(S(=O)(=O)c2cccs2)CC1)c1ccccc1	2	3	-6	-1	-4	-3	-5	8	8	3
O=C(Nc1cn(-c2ccccc2)nc1-c1ccccc1)c1ccccc1	8	1	-2	-12	-5	4	1	-16	-50	2
Cc1c(Cl)cnc(NC(=O)COC(=O)CCC(=O)c2cccs2)c1Cl	-12	2	5	2	5	2	4	-2	5	-15
CC1CC(C)CN(S(=O)(=O)c2cccc(C(=O)N3C(=O)c4cccc(N)c4C3=O)c2)C1 (stereo not given)	-10	0	1	-2	-2	3	5	2	-6	5
Cc1ccc(-n2cc(C(=O)O)c(=O)cc2C)c(C)c1	-8	2	3	3	-3	-5	1	-6	1	3
CSCc1cc(C(=O)NC2CC2)c(N)s1	7	23*	-3	1	-2	11	4	-4	·	4
O=C(CCCN1C(=O)/C(=C/c2ccccc2Cl)SC1=S)NNC(=O)c1cccnc1	-1	17	2	-12	4	-8	6	-8	-4	-5
COc1ccc(CNC(=O)c2ccc(-c3ccccc3)cc2)cc1OC	7	-1	-1	-3	4	-2	-2	-3	-6	4
CCOC(=O)C1CC=C(Cl)CC1C(=O)Nc1nccs1 (stereo not given)	-3	-1	0	-6	-3	1	3	-1	-11	0
Cc1ccc(S(=O)(=O)N2CCCC(C(=O)NC3CCCC3)C2)cc1Cl (stereo not given)	-11	-9	2	4	-3	2	-3	4	1	-1
CCC(Oc1ccccc1)C(=O)N1CCC(C(N)=O)CC1 (stereo not given)	0	-2	-1	3	-7	0	2	-3	2	-1
COc1ccccc1-c1cc(C(=O)N2CCN(c3ccc(F)cc3)CC2)no1	-11	-3	1	-2	-3	-2	1	-6	-4	3
CCCCCC(=O)N1C[C@@H](O)[C@H](n2cc(COC(=O)c3ccccc3)nn2)C[C@@H]1c1ccc(OC)cc1	6	-2	4	-4	-1	-6	2	0	-6	-7
CCCc1cc(=O)[nH]c(SCC(=O)NN(c2ccccc2)c2ccccc2)n1	-8	-2	2	1	-6	2	9	0	6	-2
COc1cc(NC(=O)c2ccccc2)c(C)cc1NC(=O)CSc1nnc(-c2cnccn2)n1-c1ccc(C)cc1	2	-2	0	8	7	·	11	-7	·	-3
Cc1ccc(-c2cc(C(F)F)n3ncc(C(=O)N4CCCCC4c4cccnc4)c3n2)cc1 (stereo not given)	-7	3	1	-5	3	0	2	-7	7	-17
O=C1OC(c2ccc(Br)cc2)=N/C1=C\N1CCCCC1	-5	-1	-1	8	-3	3	-2	2	-6	-6
O=C(C(=O)c1cc(Br)ccc1O)c1cc(Br)ccc1O	-24	8	-3	-10	5	-2	34	-44	-5	0
Cc1cc(C)c2nc(SCCC#N)nc(C)c2c1	1	-2	1	5	-4	3	-2	3	-7	-7
Cc1cc(C)cc(OCC(=O)Nc2cc(C)on2)c1	10	-3	-2	-3	-4	0	-2	-2	-10	2
Cn1c(Cn2c(=O)sc3ccccc32)nnc1SCc1ccccc1	-12	8	-3	-5	0	-6	0	3	-5	-3
CCOc1ccccc1N(C(=O)c1snc(C(N)=O)c1N)C(C(=O)NC1CCCC1)c1ccco1 (stereo not given)	3	2	-1	1	-4	0	-2	0	-12	-15
Cc1ccc(S(=O)(=O)N2CCOCC2)cc1NC(=O)COC(=O)C1CCC1	5	-4	3	0	-12	6	3	-1	-2	3
O=C(NC(=S)Nc1ccc(CN2CCOCC2)cc1)c1cc2ccccc2o1	13	-1	2	-7	7	-3	-2	0	0	4
COCCN1C(=O)c2ccc(C(=O)Nc3nccs3)cc2C1=O	6	-1	4	8	-3	-2	-1	3	0	3
O=C(Nc1cnc2ccccc2c1)C1COc2ccccc2O1 (stereo not given)	8	2	3	-2	3	-1	-1	-2	-10	-10
COC(=O)c1c(NC(=O)CN2C(=O)C(=O)N(CC(C)C)C2=O)sc(C)c1C	0	1	-4	3	1	-2	1	9	2	2
CC(=O)N1c2ccc(S(=O)(=O)N3CCC(C(=O)Nc4ncccc4C)CC3)cc2CC1C (stereo not given)	12	-1	3	4	2	5	-1	-3	2	-1
O=C(CCn1c(=O)sc2ccccc21)NCc1ccc2c(c1)OCO2	3	1	-3	-3	-2	-4	-4	4	-3	-2
Cc1ccc(-n2c(SCC(=O)NCCN3C(=O)CSC3=O)nnc2-c2ccccc2F)cc1	-1	4	0	-4	11	-4	-7	-4	-5	-5
CCOCCCNC(=O)C(NC(=O)c1ccc(NC(C)=O)cc1)c1ccccc1 (stereo not given)	-2	-2	-4	-3	2	-4	-5	1	0	6
Next section.
SMILES	TDP2 inh	PRMT1 inh	LEDGF integ inh	SIAE primary	MBD2 DNA inh	TCR-CD3 inh	rCAG RNA binder	mABHD4 FP	HTRA1 inhibitor	NPR2 activator
CCNC(=S)NNC(=O)c1csc(C(C)C)c1	-7	-2	3	4	-2	-3	-1	-4	6	-1
CC(C)C(OC(=O)c1cccs1)C(=O)NC1CCCCC1 (stereo not given)	0	1	0	-1	6	-3	-4	-4	-8	0
O=C(O)C1CC2C3CC(C(=O)O)C(C3)C2C1 (stereo not given)	0	2	5	-2	-1	7	-1	4	9	4
CC(C)N1CCN(Cc2cc(F)ccc2-n2cccn2)CC1CCO (stereo not given)	-6	2	0	1	2	1	-2	9	-3	0
COC(=O)c1ccc(CN2C(=O)[C@]3(OCCC=C[C@H]3C)c3ccccc32)cc1	6	-6	2	-7	2	5	1	-5	·	-10
CCOC(=O)CSc1nc2ccc(Nc3nc(N4CCOCC4)nc(N4CCOCC4)n3)cc2s1	9	0	-2	-3	-2	1	3	2	-3	23
COc1cc(Cl)c(NS(=O)(=O)c2c(C(=O)N3CCCC3)c(C)n(C)c2C)c(OC)c1	4	1	2	6	-4	-6	-1	2	3	-5
O=C(c1cc(-c2ccccc2)on1)N1CCCc2ccccc21	-3	-1	-1	-7	-1	2	-5	1	-15	6
CC(C)c1ccc2[nH]c(O)c(N=NC(=O)c3ccc(CSc4nncn4C)cc3)c2c1	0	-1	2	2	-7	4	1	-5	-2	1

Entries of single compounds from above:
COC(=O)c1ccc(CN2C(=O)[C@]3(OCCC=C[C@H]3C)c3ccccc32)cc1 is entered as TDP2 inh = 6; PRMT1 inh = -6; LEDGF integ inh = 2; SIAE primary = -7; MBD2 DNA inh = 2; TCR-CD3 inh = 5; rCAG RNA binder = 1; mABHD4 FP = -5; HTRA1 inhibitor = ·; NPR2 activator = -10
O=C(O)C1CC2C3CC(C(=O)O)C(C3)C2C1 (stereo not given) is entered as TDP2 inh = 0; PRMT1 inh = 2; LEDGF integ inh = 5; SIAE primary = -2; MBD2 DNA inh = -1; TCR-CD3 inh = 7; rCAG RNA binder = -1; mABHD4 FP = 4; HTRA1 inhibitor = 9; NPR2 activator = 4

Quoted from the listing:
Fc1ccc2nc(C3CCCCN3Cc3nc(CC4CC4)no3)[nH]c2c1 (stereo not given) in HTRA1 inhibitor = -3
Cc1ccc(-n2cc(C(=O)O)c(=O)cc2C)c(C)c1 in SIAE primary = 3
